High-throughput results as filed in PubChem.
Rac1 GTP hydrolysis = MgcRacGAP GTPase-activating activity inhibitors, confirmation, biochemical, ADP Hunter fluorescence | MgcRacGAP-stimulated Rac1 GTP hydrolysis, ADP Hunter fluorescence; higher % means a stronger effect; GST-tagged Rac1 F28L mutant substrate | inhibition, % at 30 µM, or IC50 in µM where a hit was titrated | hit rate 0.6% among 340,000 | AID 624330;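 active = first-screen hits whose inhibition reached a set limit at any dose in the follow-up dose series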;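 also: fluorescence reports GDP produced by GAP-driven GTP hydrolysis; strong numbers were not always called active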
NTR1 agonist = agonists of NTR1, primary screen, imaging, U2OS cells, beta-arrestin-GFP, high content (AID 493036). P30989. NTR1-U2OS beta-arrestin-GFP spot imaging, agonist mode. activation, % at 20 µM. hit rate 0.17% among 330,000;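 active = activation at or above 40% of the spot to cytoplasm intensity ratio, with at least 20 cells analyzed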;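 also: 0% = DMSO without peptide and 100% = 100 nM NTR1 peptide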
Target sequence (P30989 whole entry, looked up): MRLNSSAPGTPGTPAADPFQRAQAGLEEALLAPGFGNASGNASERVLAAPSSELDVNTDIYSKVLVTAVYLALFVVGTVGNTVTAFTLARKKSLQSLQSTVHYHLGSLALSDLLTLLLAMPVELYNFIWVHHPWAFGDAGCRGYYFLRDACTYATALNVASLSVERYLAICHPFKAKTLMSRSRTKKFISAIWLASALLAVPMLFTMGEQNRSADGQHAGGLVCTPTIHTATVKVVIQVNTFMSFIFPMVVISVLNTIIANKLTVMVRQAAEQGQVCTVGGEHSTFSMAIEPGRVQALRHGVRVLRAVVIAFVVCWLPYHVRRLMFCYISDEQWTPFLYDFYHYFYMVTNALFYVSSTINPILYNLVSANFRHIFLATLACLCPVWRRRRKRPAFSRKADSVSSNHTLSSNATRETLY
Myeloid diff 2 = myeloid differentiation induction; ER-HoxA9 myeloid progenitors, lysozyme-GFP differentiation, flow cytometry; calls only at 10 µM; hit rate 1% among 360,000; AID 624256;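 active = normalized GFP-positive differentiation at or above the plate's own cutoff, the solvent-only control mean plus 3 SD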;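 also: cells exposed to compound for four days before flow analysis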
NTR1 agonist cell count 20 µM = further read-out of NTR1 agonist, marked with its call; cell count; measured here: cell count, cytotoxicity flag
Myeloid diff 2 GFP+ MAC1+ % = second read-out of Myeloid diff 2, no call of its own (marks repeat the call); GFP+ MAC1+ double positive, %; measured here: differentiation confirmed by MAC1 staining
Starred values were filed as active, the others as inactive; i = inactive; + = active, no number.

Structure	Rac1 GTP hydrolysis	NTR1 agonist	NTR1 agonist cell count 20 µM	Myeloid diff 2	Myeloid diff 2 GFP+ MAC1+ %
COc1ccc(NC(=O)c2oc3ccccc3c2CSC)cc1S(=O)(=O)N1CCOCC1	5%	1.8	77	i	0.8
Cc1nn(-c2ccccc2)c(C)c1C(=O)OCC(=O)Nc1ccccc1F	3%	0.3	63	i	0.2
CCCc1cc(=O)[nH]c(SCC(=O)Nc2ccc(C(=O)Nc3ccccc3OC)cc2)n1	2%	1.0	42	i	0.3
CCO[C@H]1OC(C(=O)NCc2nc3ccccc3[nH]2)=C[C@@H](c2ccc(Br)cc2)[C@@H]1CCCO	6%	7.5	88	i	1.5
NC(=O)CSc1ccc(S(=O)(=O)N2CCOCC2)cn1	4%	4.7	44	i	1.0
CCOC(=O)C1=CN(Cc2cccc(F)c2)S(=O)(=O)N(C)C1CCc1ccccc1 (stereo not drawn)	6%	5.7	41	i	0.5
O=C(COC(=O)CNS(=O)(=O)c1cccc(F)c1)NCCc1ccccc1	7%	-1.0	56	i	1.7
COc1ccc(-c2ccc3c(c2)S(=O)(=O)c2cccc(C(=O)NCc4cccc(OC(F)(F)F)c4)c2C3=O)cc1OC	2%	33	54	i	4.1
Cc1ccc(C(=O)NCC(=O)N2CCCN(C)CC2)cc1C	-8%	0.0	63	i	0.9
O=C(COC(=O)/C=C/c1ccc([N+](=O)[O-])cc1)NC1CCCCC1	-4%	1.7	53	i	1.2
Cc1ccc(N2C3=C(C(=O)CC(C)(C)C3)C(c3cn(C)nc3C)C3=C2CC(C)(C)CC3=O)cc1	-5%	-2.1	71	+	1.7*
O=C(c1ccc(CN2CCc3ccccc3C2)cc1)N1CCN(c2ccc(F)cc2)CC1	9%	3.8	50	i	0.4
COC(=O)c1ccc2c(C)c(C3(O)CCCCC3)[nH]c2c1	3%	5.1	72	i	1.3
CCOc1ccc(S(=O)(=O)Nc2cccc(C(=O)NCCCn3ccnc3)c2)cc1	4%	-0.8	56	i	1.3
Cn1nc(C(=O)OCC(=O)c2ccccc2)c2ccccc2c1=O	6%	0.4	60	i	0.8

Copied from the list:
Result of `CCCc1cc(=O)[nH]c(SCC(=O)Nc2ccc(C(=O)Nc3ccccc3OC)cc2)n1` under NTR1 agonist: 1.0
Result of `COc1ccc(-c2ccc3c(c2)S(=O)(=O)c2cccc(C(=O)NCc4cccc(OC(F)(F)F)c4)c2C3=O)cc1OC` under NTR1 agonist: 33
Result of `CCO[C@H]1OC(C(=O)NCc2nc3ccccc3[nH]2)=C[C@@H](c2ccc(Br)cc2)[C@@H]1CCCO` under Rac1 GTP hydrolysis: 6%
Result of `COC(=O)c1ccc2c(C)c(C3(O)CCCCC3)[nH]c2c1` under Rac1 GTP hydrolysis: 3%

Remaining list, next part:
Structure	Rac1 GTP hydrolysis	NTR1 agonist	NTR1 agonist cell count 20 µM	Myeloid diff 2	Myeloid diff 2 GFP+ MAC1+ %
CCN(C[C@H]1N[C@@](C)(C(=O)OC)[C@H]2C(=O)N(C)C(=O)[C@@H]12)C(=O)Nc1ccc(C)cc1	8%	-2.4	56	i	2.2
O=C(CN1C(=O)NC(c2ccccc2)(c2ccccc2)C1=O)NCCc1ccc(F)cc1	-7%	1.0	57	i	1.0
O=C(COC(=O)C1CC2C=CC1C2)Nc1ccc([N+](=O)[O-])cc1 (stereo not drawn)	-9%	-0.9	46	i	1.2
Cc1ccc(C2/C=C\CC(NC(=O)OCC3c4ccccc4-c4ccccc43)CC(=O)N2Cc2ccccc2)cc1 (stereo not drawn)	7%	2.4	49	i	0.4
COc1ccc(CCNC(=O)c2cccc(C(=O)NCCc3ccc(OC)cc3)n2)cc1	7%	0.7	42	i	0.8
CCCN(CC(=O)Nc1ccccc1OC)C(=O)Cn1[nH]c(=O)c2ccccc2c1=O	2%	-1.5	56	i	0.8
Cc1ccc(S(=O)(=O)N2CCC(C(=O)OC(C)C(=O)NC3CCCCC3C)CC2)cc1C (stereo not drawn)	7%	0.2	55	i	1.0
O=C(OCC(=O)c1ccc(Cl)cc1Cl)c1ccccn1	5%	-1.6	46	i	0.3
CN(C)CCCNC(=O)C[C@H]1C[C@H](C(=O)N2CCCCC2)[C@@]2(C)c3[nH]c4cc(-c5ccco5)ccc4c3CCN2C1=O	10%	0.0	53	i	1.0
CN(C1CCCCC1)S(=O)(=O)c1ccc(SCC(=O)C(C)(C)C)nc1	5%	2.8	45	i	1.2
CC1CC(C)CN(C(=O)c2ccc3c(c2)OCCO3)C1 (stereo not drawn)	3%	0.4	52	i	1.1
Cc1ccc2c(c1)[C@@H]1[C@H](CO2)[C@H](c2ccccc2)[C@@]2(C)C(=O)N[C@H](C)C(=O)N12	10%	0.7	54	i	2.2
COc1cccc(NC(=O)COC(=O)c2sccc2C)c1	7%	-0.3	46	i	1.3
C[C@]12c3[nH]c4cc(-c5ccco5)ccc4c3CCN1C(=O)[C@@H](CC(=O)NCCCn1ccnc1)C[C@@H]2C(=O)N1CCCCC1	18%	1.3	59	i	1.0
CN(C(=O)COC(=O)CN1C(=O)c2cccc([N+](=O)[O-])c2C1=O)c1ccccc1	0%	2.5	54	i	0.6

(continued)
Structure	Rac1 GTP hydrolysis	NTR1 agonist	NTR1 agonist cell count 20 µM	Myeloid diff 2	Myeloid diff 2 GFP+ MAC1+ %
Cn1ccc(NC(=O)c2ccc([N+](=O)[O-])cc2)n1	7%	-0.1	54	i	0.2
CCCCn1c(N)c(N(C)C(=O)c2ccccc2Oc2ccccc2)c(=O)[nH]c1=O	1%	1.4	56	i	0.9
COc1ccc2[nH]c3c(c2c1)CCN1C(=O)C(CC(=O)NCc2ccc(OC)c(OC)c2)C[C@H](C(=O)N2CCOCC2)[C@@]31C (stereo partly drawn)	8%	1.2	67	i	0.5
COc1cccc(NC(=O)CN(C)C(C)C(=O)N2CCCCC2)c1 (stereo not drawn)	2%	0.9	56	i	1.2
CC(=O)Nc1ccc(C2=CC(=O)C[C@H](c3ccc(Cl)cc3)C2)cc1	6%	2.3	54	i	4.1
Cc1ccc(NC(=O)COC(=O)Cn2nc(-c3ccc(F)cc3)oc2=O)cc1C	5%	1.0	51	i	0.7
Cc1cc(NC(=O)CSCC(=O)Nc2cc(Cl)ccc2N2CCN(C)CC2)no1	1%	1.4	53	i	1.4
CC[C@]12c3[nH]c4cc(-c5ccco5)ccc4c3CCN1C(=O)[C@@H](CC(=O)NCCc1ccccn1)C[C@@H]2C(=O)N1CCN(C(=O)C2CC2)CC1	1%	1.6	52	i	0.5
COc1ccccc1C(=O)OCC#CCSc1nnc(-c2cccc3ccccc23)o1	8%	0.6	57	i	0.9
COc1ccc(CC(=O)OCC(=O)Nc2c(C)n(C)n(-c3ccccc3)c2=O)cc1OC	-1%	-0.5	74	i	0.2
Nc1c(N(Cc2ccco2)C(=O)COc2ccccc2F)c(=O)[nH]c(=O)n1Cc1ccccc1	5%	-0.6	57	i	0.4
CN(Cc1ccccc1)C(=O)c1ccc(NC(=O)Cc2cccc(NC(=O)C3CCCN(C(=O)C4CCC4)C3)c2)cc1 (stereo not drawn)	2%	0.9	59	i	1.3
CN1CCOCCOc2ccccc2OCCOCC1	2%	0.9	54	i	0.2
Cc1ccc(C)c(NC(=O)CN(C)C(C)C(=O)N2CC(C)CC(C)C2)c1 (stereo not drawn)	4%	1.0	66	i	1.1
COC(=O)c1c(C)[nH]c(C(=O)COc2ccc3ccc(=O)oc3c2)c1C	1%	1.1	61	i	0.4

Whole records from above. Order of screens: Rac1 GTP hydrolysis, NTR1 agonist, NTR1 agonist cell count 20 µM, Myeloid diff 2, Myeloid diff 2 GFP+ MAC1+ %
NC(=O)CSc1ccc(S(=O)(=O)N2CCOCC2)cn1 reads 4%, 4.7, 44, i, 1.0
CC[C@]12c3[nH]c4cc(-c5ccco5)ccc4c3CCN1C(=O)[C@@H](CC(=O)NCCc1ccccn1)C[C@@H]2C(=O)N1CCN(C(=O)C2CC2)CC1 reads 1%, 1.6, 52, i, 0.5

Next part.
Structure	Rac1 GTP hydrolysis	NTR1 agonist	NTR1 agonist cell count 20 µM	Myeloid diff 2	Myeloid diff 2 GFP+ MAC1+ %
COc1ccc(S(=O)(=O)N2CCCCC2)cc1NC(=O)c1[nH]c(C)c(C(C)=O)c1C	4%	0.7	38	i	0.5
COc1ccc([C@@H]2CC=C(C(=O)O)[C@H](c3ccccc3)N2S(=O)(=O)c2ccc(C)cc2)cc1OC	5%	3.9	85	i	2.6
O=C(C[C@H]1C/C=C\C[C@@H](NC(=O)OCC2c3ccccc3-c3ccccc32)C(=O)O[C@@H](c2ccccc2)CNC1=O)N[C@H](CO)Cc1ccccc1	14%	21	57	i	2.0
C[C@@H]1COC(=O)[C@H](CC(=O)OC(C)(C)C)C/C=C\C[C@@H](CC(=O)N(CCO)Cc2ccccc2)C(=O)N1	-6%	-0.9	55	i	1.9
COc1ccc(S(=O)(=O)N2CCCCCC2)cc1C(=O)NCCc1ccccc1	6%	0.4	81	i	0.2
COc1ccc(OC)c(/C=C/C(=O)OCC(=O)N2C(C)CCCC2C)c1 (stereo not drawn)	-2%	3.6	51	i	0.6
CC(C)(C)C(=O)N1CCN(c2ccc([N+](=O)[O-])cc2Cl)CC1	5%	1.6	48	i	0.7
O=C(COC(=O)COc1ccccc1)Nc1ncc(Cl)cc1Cl	0%	2.0	73	i	0.3
O=C(NCC1CC1)c1cc(-c2ccccc2)nn1CC1CC(c2cccc([N+](=O)[O-])c2)=NO1 (stereo not drawn)	13%	-0.6	61	i	0.3
CCOc1ccccc1OCCCC(=O)Nc1cc(S(=O)(=O)N2CCOCC2)ccc1OC	1%	-0.3	67	i	0.4
COc1ccc2c(CC(=O)NNC(=O)c3cccs3)coc2c1	6%	0.8	59	i	0.9
COc1ccc(CC(=O)OCC(=O)N2CCN(S(=O)(=O)c3ccc(C)cc3C)CC2)cc1OC	5%	1.2	66	i	0.4
CC(C)NC(=O)N(C)C[C@H]1Oc2c(NC(=O)C3CC3)cccc2C(=O)N([C@H](C)CO)C[C@@H]1C	7%	3.7	59	i	3.3
COCC(C)n1c(SCC(=O)N2CC(=O)Nc3ccccc32)nc2ccccc2c1=O (stereo not drawn)	3%	-1.9	57	i	0.9
CCCC(=O)Nc1cc(-c2nnc(OC)c3ccccc23)ccc1N1CCOCC1	7%	1.7	51	i	0.6

The list continues:
Structure	Rac1 GTP hydrolysis	NTR1 agonist	NTR1 agonist cell count 20 µM	Myeloid diff 2	Myeloid diff 2 GFP+ MAC1+ %
Cc1ccc2c(c1)C(=O)N1[C@H]3c4ccccc4OC[C@@H]3[C@H](c3ccccc3)[C@]1(C)C(=O)N2	13%	-3.8	24	i	0.8
Cc1cc(NC(=O)C(C)SCC(=O)N(C)Cc2c(F)cccc2Cl)no1 (stereo not drawn)	-6%	0.4	55	i	0.8
CN(Cc1ccc(Cl)c(Cl)c1)C(=O)c1cccc(S(=O)(=O)N2CCN(Cc3ccccc3)CC2)c1	13%	1.7	59	i	1.4
O=C(CN1C(=O)NC2(CCCC2)C1=O)Oc1ccc2ccc(=O)oc2c1	5%	0.6	55	i	0.7
COc1ccc(-c2ccccc2[C@H]2[C@@H]3C=CC[C@@H](C)[C@@H]3C(=O)N2Cc2ccccc2)cc1	6%	6.6	65	i	0.6
COc1ccc(Nc2nnc(SC(C)C(=O)NC3CC3)s2)cc1 (stereo not drawn)	19%	0.1	59	i	1.4
NS(=O)(=O)c1ccc(N2CCOCC2)c(C(=O)NCc2cccs2)c1	2%	1.8	68	i	1.2
CCOC(=O)Cc1csc(SCC(=O)Nc2ccc3[nH]c(=O)[nH]c3c2)n1	5%	-0.3	54	i	2.1
CC1(NC(=O)CCS(=O)(=O)c2ccc(Cl)cc2)CCS(=O)(=O)C1 (stereo not drawn)	2%	1.9	54	i	1.1
CCc1ccc(C(=O)N2CCN(S(=O)(=O)c3sc(C(=O)O)c(C)c3C(=O)O)CC2)cc1	3%	0.2	53	i	1.5
COc1cc(C(=O)OC(C)C(=O)Nc2ccc3c(c2)OCCO3)cc(OC)c1OC (stereo not drawn)	3%	-1.2	60	i	0.9
CC1Cc2ccccc2N1S(=O)(=O)c1cccc(C(=O)NCC(c2ccco2)N2CCCC2)c1 (stereo not drawn)	8%	0.7	44	+	1.4*
O=C(Nc1ccc(S(=O)(=O)N2CCCCC2)cc1)c1ccc(Cl)nc1	7%	-1.7	76	i	0.1
COc1ccccc1-c1nn(-c2ccccc2)cc1C(=O)N1CCc2ccccc2C1	2%	5.6	56	i	0.9
Cc1cc(C)cc(N(CCC#N)C(=O)CSc2nc3ccccc3c(=O)[nH]2)c1	7%	5.4	51	i	0.5

A portion of the library, so the mix of outcomes need not match the whole.
